# p53null 32C tox – qHTS Screen for Compounds that Selectively Target Cancer Cells with p53 Mutations: Cytotoxicity of p53 Null Cells at the Permissive Temperature; Potency, µM (highest dose often 46.1 µM), without a hit: at the top dose activity change, negative = cytotoxicity, most hits filed as cytotoxic; H1299-neo p53 null cells, ATP luminescence, 24 h, 32C; 0.62% of 55,000 active;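 further: 0% = DMSO only and -100% = full killing by 100 µM tamoxifen; nearly all actives have a fitted effect of over 55% in size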
#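 Cytotoxicity: H1299-neo (no p53), 32C, 24 h treatment. Concentrations up to 46 uM. Readout cellular ATP, luminescence. Normalization to DMSO basal and tamoxifen 100 uM maximal kill.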
# p53null 39C tox – qHTS Screen for Compounds that Selectively Target Cancer Cells with p53 Mutations: Cytotoxicity of p53 Null Cells at the Nonpermissive Temperature | 0.97% of 55,000 active | Potency, µM (series often up to 46.1 µM), inactives show at the top dose activity, negative = cell killing, actives largely listed as cytotoxic | H1299 p53-null (neo) cells, 39C, ATPlite viability, 24 h | AID 904, 2007;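 further: 0% = DMSO only and -100% = full killing by 100 µM tamoxifen; nearly all actives have a fitted effect of over 50% in size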
#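 Concentration-response (up to 46 uM) was run for 24 h at the nonpermissive 39C on H1299-p53A138V or H1299-neo cells. ATP content was measured with ATPlite luminescence. AC50 values were Hill-modeled after normalizing between DMSO and 100 uM tamoxifen killing.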
# Starred values were filed as active, the others as inactive; ? = inconclusive; · = not tested or not shown; [ ] = another dose, or the depositor's remark. The call rests on the fitted dose curve; in most records, active means well fitted cell-killing curve with a large enough effect; inconclusive means small, poorly fitted or top-dose-only effect; inactive means no such curve, though single readings can be large or run the other way. Potency means the concentration at half of the fitted maximal effect.
# Below each compound – p53null 39C tox | p53null 32C tox
1	CC(C)CNC(=O)c1ccccc1NC(=O)c1ccccc1N(C)S(=O)(=O)c1ccccc1
    · | 3.7%
2	COC(=O)c1ccc(/C=C/c2ccc3cccc(OC)c3n2)cc1
    · | -10.0%
3	S=C(NCc1ccco1)Nc1cc(Cl)c(Cl)cc1Cl
    · | -2.3%
4	O=C(Nc1ccc(-c2nc3cc(Cl)ccc3c(=O)o2)cc1)c1ccco1
    · | -16.3%
5	S=C(NCCc1ccccc1)N1CCN(Cc2ccc(Cl)c(Cl)c2)CC1
    15.0% | ·
6	COc1ccc(S(=O)(=O)Nc2cccc(N(C)S(C)(=O)=O)c2)cc1Br
    4.4%[1.84 µM] | ·
7	O=C(NC(=S)Nc1ccc(S(=O)(=O)NC2CCCCC2)cc1)c1cccs1
    -15.6%[1.84 µM] | ·
8	O=c1[nH]c(CN2CCN(S(=O)(=O)c3ccc4c(c3)OCCO4)CC2)nc2sc3c(c12)CCCC3
    26.9% | ·
9	CC(=O)Nc1ccc(Nc2ccc(S(=O)(=O)C(F)(F)F)cc2[N+](=O)[O-])cc1
    16.6%[1.84 µM] | ·
10	COc1ccc(NC(=O)Cc2c(C)n(C(=O)c3ccc(Cl)cc3)c3ccc(OC)cc23)cc1
    20.3% | ·
11	CCOP(=O)(OCC)C(NC(=O)Nc1ccc(Cl)cc1)c1ccccc1 (stereo not given)
    11.9% | ·
12	O=C(Nc1ccccc1)Nc1nnc(/C=C/c2ccccc2Cl)s1
    8.4%[1.84 µM] | ·
13	CONC(=O)Nc1ccccc1[N+](=O)[O-]
    28.4% | ·
14	N#Cc1c(NC(=O)COC(=O)c2ccc(S(=O)(=O)N3CCCC3)cc2)sc2c1CCCCC2
    19.8%[1.84 µM] | ·
15	Cc1ccc(F)cc1NCC(=O)Nc1ccc(Br)cc1
    7.8%[1.84 µM] | ·
16	CC(C)C(C)(C#N)NC(=O)CSc1nc2scc(-c3ccc(F)cc3)c2c(=O)n1Cc1ccccc1 (stereo not given)
    11.1%[1.84 µM] | ·
17	CCOC(=O)c1cc(-c2ccccc2)sc1NC(=O)CSc1nncs1
    -0.3%[1.84 µM] | ·
18	COc1ccc(-c2csc(NC(=O)C3CC(=O)N(c4ccc5c(c4)OCCO5)C3)n2)cc1 (stereo not given)
    19.3% | ·
19	Cc1nn(Cc2ccc(Cl)cc2)c(Cl)c1/C=N/NC(=O)CNc1ccccc1F
    34.8% | ·
20	CC(N)c1ccc(Cl)cc1Cl (stereo not given)
    17.3% | ·
21	Cc1ccc(OCC(=O)N2CCN(S(=O)(=O)c3ccc(Cl)cc3)CC2)c([N+](=O)[O-])n1
    43.1%[activator] | ·
22	O=C(N/N=C/c1ccco1)C1CC1(c1ccccc1)c1ccccc1 (stereo not given)
    18.3% | ·
23	Cc1c(Cl)cnc(NC(=O)COC(=O)c2cc3c(s2)CCC(C)C3)c1Cl (stereo not given)
    -6.2%[1.84 µM] | ·
24	C=CCNC(=O)/C(=C/c1cn(-c2ccccc2)nc1-c1cccc([N+](=O)[O-])c1)NC(=O)c1ccccc1
    -12.2%[1.84 µM] | ·
25	COc1ccc(/C=C/C(=O)OCc2cc(=O)n3c(n2)sc2ccccc23)cc1
    17.7%[1.84 µM] | ·
26	N#Cc1c(SCC(=O)Nc2ccccc2)nsc1SCC(=O)Nc1ccccc1
    -1.2%[1.84 µM] | ·
27	COc1ccc(-c2nnc3n(CCc4ccccc4)c(=O)c4ccccc4n23)c(OC)c1
    5.6% | ·
28	CCc1ccc(OCC(=O)N/N=C(\C)c2ccc(-n3ccnc3)cc2)cc1
    ? | ·
29	CN(CC(=O)Nc1ccccc1Cl)C(=O)CSc1ncc(C(F)(F)F)cc1Cl
    11.9% | ·
30	C/C(=N\NC(=O)Nc1ccccc1)c1ccccc1
    5.7%[1.84 µM] | ·

# As entered above:
# N#Cc1c(SCC(=O)Nc2ccccc2)nsc1SCC(=O)Nc1ccccc1 in p53null 39C tox is entered as -1.2%[1.84 µM]
# Cc1ccc(F)cc1NCC(=O)Nc1ccc(Br)cc1 in p53null 39C tox is entered as 7.8%[1.84 µM]

# Continued:
# Below each compound – p53null 39C tox | p53null 32C tox
31	COc1ccc(Cc2nc3ccccc3n2CC(=O)N/N=C/c2ccc(O)cc2)cc1OC
    -16.0%[1.84 µM] | ·
32	O=C(COC(=O)c1sc2ccccc2c1Cl)NCC1CCCCC1
    4.6%[1.84 µM] | ·
33	O=C(NC1CCCc2ccccc21)c1ccc(Br)cc1 (stereo not given)
    -3.2% | ·
34	O=C1c2ccccc2NC(c2ccccc2Br)N1CCCN1CCOCC1 (stereo not given)
    3.7%[1.84 µM] | ·
35	Cc1cc(NC(=O)c2ccc(F)cc2)n(CCOC(=O)c2ccc(F)cc2)n1
    10.2%[1.84 µM] | ·
36	Cn1cccc1/C=N/NC(=O)c1sc2cc(Cl)ccc2c1Cl
    -4.7%[1.84 µM] | ·
37	O=C(NC(=S)NCc1ccc(-c2nc3ccccc3s2)cc1)c1ccco1
    1.2%[1.84 µM] | ·
38	CC(C)Oc1ccc(/C(O)=C2/C(=O)C(=O)N(CCCn3ccnc3)C2c2cccnc2)cc1 (stereo not given)
    36.8% | ·
39	O=C1CC(c2ccccc2)SC(N(c2ccccc2)c2ccccc2)=N1 (stereo not given)
    -5.4%[1.84 µM] | ·
40	CCC1(C)C(Nc2c(C)cccc2C)=NC(=S)N1c1ccc(NC(C)=O)cc1 (stereo not given)
    -20.1%[1.84 µM] | ·
41	CC(=C\c1ccco1)/C=C(\C#N)C(=O)NCCc1c[nH]c2ccccc12
    -6.0% | ·
42	COc1ccc(NC(=S)N2CCN(C/C=C/c3ccccc3)CC2)cc1
    5.9% | ·
43	COC(=O)c1cc(OC)c(OC)cc1NC(=S)Nc1cccc(C(C)=O)c1
    25.3% | ·
44	Cc1ccccc1NC(=O)CNc1ccc(Cl)c(C(F)(F)F)c1
    18.3%[1.84 µM] | ·
45	O=C(CN1CCN(c2ccccc2O)CC1)Nc1ccc2c(c1)CCC2
    16.0%[1.84 µM] | ·
46	O=C(NN1C(=O)/C(=C\c2cccnc2)SC1=S)C(c1ccccc1)c1ccccc1
    8.2% | ·
47	O=C(Cn1c(C(F)(F)F)nc2ccccc21)OCC(=O)c1c[nH]c2ccccc12
    22.6% | ·
48	CSc1ccc(/C=N/NC(=O)CN2CCN(Cc3ccccc3)CC2)cc1
    -6.0%[1.84 µM] | ·
49	CSCCC(NC(=O)c1cccc(C)c1)C(=O)OCC(=O)NC(=O)c1cccn1C (stereo not given)
    -9.3%[1.84 µM] | ·
50	Cc1nc2ccccn2c1C(=O)NN
    18.2% | ·
51	COC(=O)c1c(NC(=O)CN2CCN(S(=O)(=O)c3ccccc3)CC2)sc2c1CCC(C)C2 (stereo not given)
    21.0% | ·
52	COc1ccc(/C=C2/N=C(SC3CCOC3=O)N(c3cccc(OC)c3)C2=O)cc1 (stereo not given)
    28.9% | ·
53	Cc1ccc(NC(=O)CNc2ccc(Cl)cc2F)cc1
    10.8% | ·
54	CC12C(=O)N(NC(=O)c3ccncc3)C(=O)C1C1C=CC2C1 (stereo not given)
    25.7% | ·
55	Cc1ccc(C(=O)OCCc2sc[n+](Cc3ccccc3)c2C)cc1
    32.6%[activator] | ·
56	Cc1ccc(OCC(=O)OCC(=O)Nc2sccc2C(N)=O)cc1C
    1.5% | ·
57	CCn1cc(C(=O)NC(=S)Nc2sc3c(c2C(=O)OC)CCCCCC3)cn1
    ? | ·
58	CCOc1ccc2nc(N3C(=O)/C(=C/c4ccccc4)NC3=S)sc2c1
    -1.8%[1.84 µM] | ·
59	CCOC(=O)c1ccccc1N/C=C/C(=O)c1cccs1
    16.4%[1.84 µM] | ·
60	O=C(Nc1ccc(O)c(-c2nc3ccccc3o2)c1)C1(c2ccc([N+](=O)[O-])cc2)CCCC1
    21.3% | ·

# Another view of some results above:
no. | SMILES | p53null 39C tox | p53null 32C tox
44 | Cc1ccccc1NC(=O)CNc1ccc(Cl)c(C(F)(F)F)c1 | 18.3%[1.84 µM] | ·
45 | O=C(CN1CCN(c2ccccc2O)CC1)Nc1ccc2c(c1)CCC2 | 16.0%[1.84 µM] | ·
46 | O=C(NN1C(=O)/C(=C\c2cccnc2)SC1=S)C(c1ccccc1)c1ccccc1 | 8.2% | ·
47 | O=C(Cn1c(C(F)(F)F)nc2ccccc21)OCC(=O)c1c[nH]c2ccccc12 | 22.6% | ·
48 | CSc1ccc(/C=N/NC(=O)CN2CCN(Cc3ccccc3)CC2)cc1 | -6.0%[1.84 µM] | ·
49 | CSCCC(NC(=O)c1cccc(C)c1)C(=O)OCC(=O)NC(=O)c1cccn1C (stereo not given) | -9.3%[1.84 µM] | ·
50 | Cc1nc2ccccn2c1C(=O)NN | 18.2% | ·
51 | COC(=O)c1c(NC(=O)CN2CCN(S(=O)(=O)c3ccccc3)CC2)sc2c1CCC(C)C2 (stereo not given) | 21.0% | ·
52 | COc1ccc(/C=C2/N=C(SC3CCOC3=O)N(c3cccc(OC)c3)C2=O)cc1 (stereo not given) | 28.9% | ·
53 | Cc1ccc(NC(=O)CNc2ccc(Cl)cc2F)cc1 | 10.8% | ·
54 | CC12C(=O)N(NC(=O)c3ccncc3)C(=O)C1C1C=CC2C1 (stereo not given) | 25.7% | ·
55 | Cc1ccc(C(=O)OCCc2sc[n+](Cc3ccccc3)c2C)cc1 | 32.6%[activator] | ·
56 | Cc1ccc(OCC(=O)OCC(=O)Nc2sccc2C(N)=O)cc1C | 1.5% | ·
57 | CCn1cc(C(=O)NC(=S)Nc2sc3c(c2C(=O)OC)CCCCCC3)cn1 | ? | ·
58 | CCOc1ccc2nc(N3C(=O)/C(=C/c4ccccc4)NC3=S)sc2c1 | -1.8%[1.84 µM] | ·
59 | CCOC(=O)c1ccccc1N/C=C/C(=O)c1cccs1 | 16.4%[1.84 µM] | ·
60 | O=C(Nc1ccc(O)c(-c2nc3ccccc3o2)c1)C1(c2ccc([N+](=O)[O-])cc2)CCCC1 | 21.3% | ·

# Carrying on.
# Below each compound – p53null 39C tox | p53null 32C tox
61	CN(C)S(=O)(=O)c1cc(NC(=O)COC(=O)Cc2cccc3ccccc23)ccc1Cl
    15.4%[1.84 µM] | ·
62	CSCCC(NC(=O)C12CC3CC(CC(C3)C1)C2)C(=O)OCC(=O)c1ccccc1 (stereo not given)
    32.2%[activator] | ·
63	CC(=O)c1ccc(NC(=S)N2CCC(O)CC2)cc1
    -23.7%[1.84 µM] | ·
64	Cc1sc2ncnc(Nc3ccc(N4CCOCC4)cc3)c2c1-c1ccccc1
    37.4% | ·
65	COC(=O)c1cc(NC(=O)CN(c2cccc(OC)c2)S(=O)(=O)c2ccccc2)ccc1Cl
    12.9% | ·
66	COc1ccc(CCNC(=O)CSc2ccc3ccccc3c2)cc1OC
    -2.6%[1.84 µM] | ·
67	CC(=O)c1c(C)oc2ccc(N(C(=O)C3CCCCC3)S(=O)(=O)c3cc([N+](=O)[O-])ccc3C)cc12
    -0.7%[1.84 µM] | ·
68	CC(=O)c1c(C)[nH]c(C(=O)Nc2ccc(Cl)c(S(=O)(=O)N3CCOCC3)c2)c1C
    18.5% | ·
69	CN1CCC2(CC1)N=C(c1ccc(F)cc1)C(=S)N2C(=O)c1ccc(C(C)(C)C)cc1
    -0.7% | ·
70	O=C(Cc1coc2ccc3ccccc3c12)NCc1cccs1
    26.8% | ·
71	Cc1ccccc1Oc1nnc(-c2cccs2)c2ccccc12
    11.2% | ·
72	CC(C)(C)C1CCC(OC(=O)CCC(=O)Nc2ccccc2)CC1 (stereo not given)
    7.1%[1.84 µM] | ·
73	Cc1cc(C)cc(C(=O)NC(=S)Nc2ccc3c(c2)OCCO3)c1
    -5.1% | ·
74	NS(=O)(=O)c1ccc(N/N=C/c2cn(-c3ccccc3)nc2-c2cccs2)cc1
    7.4% | ·
75	CCOC(=O)c1sc(NC(=S)NC(=O)C2CCCC2)cc1C
    25.2% | ·
76	COc1ccc(Cl)cc1NC(=O)CNc1ccccc1F
    28.8%[1.84 µM] | ·

# Source: PubChem

# Only part of the results is shown; the hit share may differ from the screen's.
